Bioassay records as filed in PubChem BioAssay.
E coli RNAP: Escherichia coli RNA polymerase inhibition; inhibition, %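 (tested at 10 µM)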; P0A8V2; E. coli RNA polymerase, fluorescence transcription assay; 62,000 compounds, 0.2% hits; in the data active means inhibition above about 20%;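 further: 0% = enzyme without compound and 100% = no enzyme blank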
TNAP act DEA: activates human TNAP at intermediate phosphate acceptor concentration. P05186. purified TNAP, CDP-star luminescence, 100 mM DEA, 30 min; hits give high values; scale: 0 levamisole-inhibited, 1 vehicle-only enzyme. activation factor at 20 µM. 64,000 tested, under 10 active. AID 813;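 active means activation factor of at least 2 at 20 µM, relative to controls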
M1 antagonist: blocks the rat M1 muscarinic receptor response to acetylcholine. P08482. CHO-M1 cells, Fluo-4 calcium, ACh EC80 antagonist mode; hits give low values. B-score at 10 µM. 64,000 compounds, 3.4% hits. AID 628;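 active means calcium fluorescence response, raw or row-and-column corrected B-score, differing from the plate sample mean either way at a set confidence level, mostly lower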
Target sequence (P08482 whole entry, looked up): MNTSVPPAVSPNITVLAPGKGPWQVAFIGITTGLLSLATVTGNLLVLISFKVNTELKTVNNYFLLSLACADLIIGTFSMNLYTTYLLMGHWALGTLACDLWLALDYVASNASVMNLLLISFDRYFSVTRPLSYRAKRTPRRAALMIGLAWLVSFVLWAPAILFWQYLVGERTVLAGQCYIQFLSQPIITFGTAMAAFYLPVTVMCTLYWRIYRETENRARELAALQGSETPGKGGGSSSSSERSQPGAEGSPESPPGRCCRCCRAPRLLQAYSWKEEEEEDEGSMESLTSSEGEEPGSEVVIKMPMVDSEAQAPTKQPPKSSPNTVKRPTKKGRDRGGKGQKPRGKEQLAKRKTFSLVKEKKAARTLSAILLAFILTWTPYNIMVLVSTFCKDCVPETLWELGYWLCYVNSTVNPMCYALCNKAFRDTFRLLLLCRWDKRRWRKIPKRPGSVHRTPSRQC
RORA act: activators of human nuclear receptor RORA; activation, % at 10 µM; AID 560; CHO-K1 Gal4-RORA LBD luciferase reporter, luminescence; percent increase over mock-subtracted basal signal; 65,000 compounds, 1.5% hits;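 active means activation above the mean of all tested compounds plus 3 SD, cut at about 49% in these data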;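 further: 0% = DMSO-treated RORA cells and 100% = added signal equal to DMSO minus mock-transfected cells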
tolC growth inh: E. coli tolC mutant growth inhibition; E. coli BW25113 tolC mutant growth, OD615; growth inhibition, % at 10 µM (by protocol); 65,000 compounds, 2.2% hits; AID 573;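 active means growth inhibition at or above a cutoff equal to the mean over every tested compound plus 3 SD, cut at about 60% in these data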;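 further: growth measured after 20 h incubation at 37 °C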
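Assay system: tolC-deleted E. coli BW25113. Medium: kanamycin-containing LB broth (50 µg/mL). Dosing: 10 µM final, single dose. Timing: bacterial growth with compound for 20 h at 37 °C. Detection: A615 absorbance measurement. Read-out basis: growth inhibition in percent.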
NADH enzymes: blocks coupling enzymes of NAD/NADH assays; coupled PK/LDH NADH assays, four targets; IC50, µM (series often up to 10 µM), inactives show top-dose inhibition; 65,000 compounds, 0.02% hits;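 active means single-dose screening hits from any of four coupled enzyme assays that gave an IC50 when retested across doses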;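 further: the DPM-DC format reads NADH fluorescence rather than 340 nm absorbance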
SF1 activator: SF-1 (human) activation; 65,000 compounds, 1.9% hits; activation, % at 10 µM; AID 522; CHO-K1 Gal4-SF-1 LBD luciferase reporter; % increase over DMSO SF-1-specific signal;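 active means activation above the mean activation of all tested compounds plus 3 SD, cut at about 50% in these data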
Target sequence (Q13285 whole entry, looked up, the tested form may be a part): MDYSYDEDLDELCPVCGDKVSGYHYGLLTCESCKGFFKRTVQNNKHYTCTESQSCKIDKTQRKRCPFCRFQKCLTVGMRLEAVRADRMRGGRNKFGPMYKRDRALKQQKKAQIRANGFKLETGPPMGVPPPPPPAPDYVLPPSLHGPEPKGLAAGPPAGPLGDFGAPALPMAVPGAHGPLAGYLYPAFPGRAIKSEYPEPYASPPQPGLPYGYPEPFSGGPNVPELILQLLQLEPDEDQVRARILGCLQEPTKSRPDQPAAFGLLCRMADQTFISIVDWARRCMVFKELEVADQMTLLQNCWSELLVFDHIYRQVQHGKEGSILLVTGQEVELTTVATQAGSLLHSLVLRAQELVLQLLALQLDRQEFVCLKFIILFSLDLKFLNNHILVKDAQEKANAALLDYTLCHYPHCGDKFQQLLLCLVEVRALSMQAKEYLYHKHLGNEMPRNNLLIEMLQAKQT
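Test system: CHO-K1 cells with Gal4–hSF-1 LBD chimera plus Gal4-driven luciferase; Input: 4,000 cells/well; Compound: 10 µM only; Times: 20 h compound treatment, 37 °C; Measured by: steady-glow luciferase luminescence, read after 15 min reagent incubation; Measure: percent activation versus DMSO; Control set: DMSO and mock-transfected background; Replicates: one test per compound.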
M1 ag: agonists of M1 muscarinic receptor; 64,000 compounds, 3% hits; B-score at 10 µM; CHO-M1 cells, Fluo-4 calcium fluorescence, agonist mode; hits give high values; AID 626;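 active means fluorescence rise, raw or as B-score row- and column-corrected plate score, outside the 99.7% band of its plate's samples, either direction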
Fluor 339 460: intrinsic fluorescence of library compounds, ex339/em460 – biochemical, MLSMR library, data from DPM-DC assay, artefact control, profiling panel | compound autofluorescence, ex339/em460 nm, NADH buffer; hits give high values; 1 = no-compound wells, NADH background | fluorescence fold increase at 10 µM | 65,000 compounds, 5.5% hits | AID 709;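 active means at 10 µM, mean starting fluorescence two-fold or more over control wells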;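 further: signal is the first read of a kinetic run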
Starred values were filed as active, the others as inactive; nt = no result given.

Start of the data: the first 6 entries, ahead of the listing:
Sequence of screens – E coli RNAP, TNAP act DEA, M1 antagonist, RORA act, tolC growth inh, NADH enzymes, SF1 activator, M1 ag, Fluor 339 460
1: Cc1ccccc1-n1c(Cn2c(=O)sc3ccccc32)nnc1SCC(=O)N1CCOCC1
    7, 1, -0.3, -8, -10, 5%, 2, -0.36, 1.1
2: O=C(CN(C(=O)CNS(=O)(=O)c1ccccc1)c1ccc2c(c1)OCCO2)NC1CCCCC1
    7, 1, 0.041, 2, 4, 5%, 3, 0.091, 1.1
3: Cc1c(C(=O)NCc2cccnc2)sc2nc(-c3ccccc3)cn12
    4, 1, -0.28, 54*, 14, 4%, 33, -0.59, 1.1
4: Cc1cc(N2CCC3(CC2)OCCO3)n2nc(C)c(-c3ccc(Cl)cc3)c2n1
    -8, 1, 0.013, 1, -6, 5%, -13, 0.017, 1.4
5: Cc1noc(C)c1S(=O)(=O)N(CC(=O)NCc1ccc(Cl)cc1)c1ccc2c(c1)OCO2
    6, 1, 0.8, 6, -6, 9%, -9, -0.42, 1
6: COc1ccccc1N(CC(O)CN(c1ccccc1)S(C)(=O)=O)S(=O)(=O)c1ccccc1 (stereo not drawn)
    -7, 1.1, 0.91, 9, 4, 5%, -6, -0.19, 1.1

Results, from the first entry:
Sequence of screens – E coli RNAP, TNAP act DEA, M1 antagonist, RORA act, tolC growth inh, NADH enzymes, SF1 activator, M1 ag, Fluor 339 460
1: Cc1ccccc1-n1c(Cn2c(=O)sc3ccccc32)nnc1SCC(=O)N1CCOCC1
    7, 1, -0.3, -8, -10, 5%, 2, -0.36, 1.1
2: O=C(CN(C(=O)CNS(=O)(=O)c1ccccc1)c1ccc2c(c1)OCCO2)NC1CCCCC1
    7, 1, 0.041, 2, 4, 5%, 3, 0.091, 1.1
3: Cc1c(C(=O)NCc2cccnc2)sc2nc(-c3ccccc3)cn12
    4, 1, -0.28, 54*, 14, 4%, 33, -0.59, 1.1
4: Cc1cc(N2CCC3(CC2)OCCO3)n2nc(C)c(-c3ccc(Cl)cc3)c2n1
    -8, 1, 0.013, 1, -6, 5%, -13, 0.017, 1.4
5: Cc1noc(C)c1S(=O)(=O)N(CC(=O)NCc1ccc(Cl)cc1)c1ccc2c(c1)OCO2
    6, 1, 0.8, 6, -6, 9%, -9, -0.42, 1
6: COc1ccccc1N(CC(O)CN(c1ccccc1)S(C)(=O)=O)S(=O)(=O)c1ccccc1 (stereo not drawn)
    -7, 1.1, 0.91, 9, 4, 5%, -6, -0.19, 1.1
7: Cn1c(SCC(=O)NC2CCCCC2)nnc1-c1cc2cc(Cl)ccc2o1
    -5, 0.9, -0.93, -8, -12, 8%, 22, 1.2, 1
8: COc1ccc(OC)c(NC(=O)c2nnn(CCc3ccccc3)c2N)c1
    11, 0.8, -1.9, 18, -3, 4%, 2, -0.065, 1.1
9: Cc1ccc2[nH]c(C)c(CN(C)C3CCN(C)CC3)c(=O)c2c1
    3, 1, 0.27, 12, -4, 2%, -11, -0.36, 1.1
10: CCCOC(=O)C1C2C=CC3(CN(c4ccc(Cl)c(F)c4)C(=O)C13)O2 (stereo not drawn)
    -3, 0.9, -0.36, 6, -2, 5%, -7, -0.5, 1.1
11: c1csc(CN2CCN(Cc3cccs3)C2c2cccs2)c1
    4, 0.9, -1.2, -4, 1, 5%, -5, -0.035, 1.1
12: Cc1ccc(OCc2nc(-c3ccccn3)no2)c(Br)c1
    1, 0.9, -0.62, -43, 21, 8%, -36, 1.8, 1.1
13: COc1ccc(Cl)cc1NC(=O)CN1CCC(n2nnc3cc(F)ccc32)CC1
    8, 0.9, -0.19, -14, -12, 10%, 17, -1.1, 1.1
14: COC(=O)c1ccccc1NC(=O)c1c(O)c2cccc3c2n(c1=O)CCC3
    0, 0.9, -0.037, 4, 1, 7%, 0, -0.5, 1.2
15: CCOC(=O)N1CCN(c2ccc(S(=O)(=O)N(Cc3ccccc3)Cc3ccccc3)cn2)CC1
    3, nt, -0.73, -45, 19, 4%, -24, -0.042, 1.2
16: CSCCC(Nc1nc2ccccc2s1)C(=O)O (stereo not drawn)
    6, 1, 0.99, -10, -6, 7%, 20, 0.42, 1.1
17: O=C(NCc1ccccc1)c1c[nH]c2ccc(S(=O)(=O)Nc3ccc4c(c3)OCCO4)cc2c1=O
    -6, 1, 0.36, 38, 61*, 3%, 31, 0.41, 1.1
18: COC(=O)c1c(NS(C)(=O)=O)sc2c1CCCC2
    -3, 1, 0.24, 4, 0, 5%, -17, -0.093, 1.1
19: CCN1C(=O)CC(N2CCC(Cc3ccccc3)CC2)C1=O (stereo not drawn)
    5, 1, 0.23, 2, 3, 8%, 18, -0.17, 0.98
20: CCn1c(SCC(=O)Nc2nc3ccccc3s2)nnc1-c1ccc(OC)cc1
    2, 0.9, -9.4e-05, 4, -4, 3%, -11, 0.95, 1.1
21: COC(=O)c1[nH]c2ccc(C)cc2c1NC(=O)CN1CCN(c2ccc(F)cc2)CC1
    0, 0.9, -0.1, 15, -12, 9%, -17, -0.64, 2.2*
22: CCOc1ccc(/C(O)=C2\C(=O)C(=O)N(CCN(C)C)C2c2cc(OC)ccc2OC)cc1Cl (stereo not drawn)
    7, 1, 0.085, -8, -14, 5%, 9, 0.036, 1.1
23: Cc1ccc(C(=O)CSC2=C(C#N)C(c3ccco3)CC(=O)N2)c(C)c1 (stereo not drawn)
    nt, 0.8, -0.15, 32, 8, 1%, -10, 0.59, 1.1
24: CCC1CCCCN1c1nc2c(c(=O)n(C)c(=O)n2C)n1CCSc1nc2ccccc2o1 (stereo not drawn)
    -1, 1, -0.71*, -24, 10, 6%, -2, 0.19, 1.1
25: CCOCc1nc(N)[nH]c(=O)c1Cc1ccc(OC(C)C)cc1
    5, 0.9, -1.4, -20, -2, 0%, -11, 1.2, 1.1
26: Cc1cc(NC(=O)CSc2n[nH]c(CC(C)C)n2)no1
    4, 0.7, 0.039, -12, -12, 3%, 0, 0.032, 1.1
27: Cc1c(C(=O)N2CCN(S(C)(=O)=O)CC2)oc2ccccc12
    9, 1, 0.59, -2, 2, 4%, 2, 0.0048, 1.1
28: COc1ccc(C(=O)NC2=C(C#N)CCC2)cc1OC
    4, 0.9, -0.032, -6, -7, 0%, 11, 0.055, 1.1
29: CSC1=C(C#N)C(c2cccs2)CC(=O)N1C (stereo not drawn)
    8, 0.9, -0.11, -6, -11, 7%, -4, 0.16, 0.85
30: COc1ccc(C(=O)COC(=O)CSCc2c(C)noc2C)cc1OC
    11, 1, -0.26, 15, -5, 7%, 5, -1.6, 1.1
31: Cc1ccc(S(=O)(=O)Nc2ccc(S(=O)(=O)Nc3ncccn3)cc2)cc1
    -2, 1, -0.021, 12, -5, 4%, 4, -0.08, 1
32: C/C(=C\C(=O)c1ccc(Br)cc1)N1CCCCC1
    2, 0.9, 0.14, -8, 13, 2%, -7, 0.51, 1
33: c1csc(-c2nn3c(C4CCCCC4)nnc3s2)c1
    2, 0.9, -0.79, -20, 12, 2%, -6, -0.11, 1.1
34: COc1ccc(C2(O)CC3CCC(C2)N3c2cc(C)nc(-c3ccccc3)n2)cc1 (stereo not drawn)
    2, 1.1, 1, 9, 87*, 5%, -15, 0.45, 1.1
35: C=CCNC(=O)CC(C)C(CCCCC)C(=O)O (stereo not drawn)
    -8, 0.9, 0.012, 5, -4, 6%, -7, -0.8, 1.1
36: CCCCS(=O)(=O)Nc1ccc2c(c1)ncn2C1CCCCC1
    2, 0.8, -0.42, 3, 21, 6%, -3, -0.16, 1.1
37: COc1ccc(NC2CC(=O)N(C(C)C)C2=O)cc1 (stereo not drawn)
    9, 0.9, 0.63, 10, -5, 4%, 50*, 0.36, 1.1
38: Cc1ccc2nc(-c3cccc(NC(=O)c4ccco4)c3)[nH]c2c1
    3, 0.9, -0.0048, 46, 5, 6%, 48, 7*, 1.2
39: COc1ccccc1N1CCN(C(=O)C2CCN(S(=O)(=O)N3CCOCC3)CC2)CC1
    7, 0.9, -0.036, -2, -14, 6%, -5, -0.3, 1.2
40: Cc1occc1-c1nnc(SCCCC(=O)c2ccc(F)cc2)n1C
    11, 0.9, -1.1, 4, 2, 2%, -15, -0.26, 1.1

[41] O=C(c1noc2c1CCc1ccccc1-2)N1CCOCC1
[42] O=S(=O)(NC1CCCC1)c1ccccc1Cl
[43] Cc1ccc(O)c(CNc2ccccn2)c1
[44] Oc1ccccc1Nc1nc(NCC2CCCO2)c2ccccc2n1 (stereo not drawn)
[45] CC(C)(C)c1cc(C(=O)NCc2cccnc2)ccn1
[46] CN(c1ccccc1C(=O)Nc1ccc2c(c1)OCO2)S(C)(=O)=O
[47] CC(=O)c1c(N)[nH]c(-c2ccccc2)nc1=S
[48] CC(C)N(Cc1cc2ccccc2[nH]c1=O)C(=O)c1cccnc1
[49] CC(C)CCn1c(NCCc2ccccc2)nc2c1c(=O)n(C)c(=O)n2C
[50] O=C(OC1CCc2ccccc2C1=O)c1ccccc1O (stereo not drawn)

Compound	41	42	43	44	45	46	47	48	49	50
E coli RNAP	-4	9	nt	8	4	8	4	9	14	2
TNAP act DEA	0.9	0.9	1	1	0.9	1	0.9	0.9	0.9	0.8
M1 antagonist	0.32	-0.71	-0.16	-1.9	0.29	-0.14	-0.56	-0.42	-0.79	-0.088
RORA act	24	-9	17	12	-14	0	2	7	11	25
tolC growth inh	-24	-3	-8	52	-2	3	3	-6	13	68*
NADH enzymes	3%	1%	3%	8%	5%	0%	1%	1%	3%	2%
SF1 activator	41	-8	32	11	9	3	-5	-4	-15	33
M1 ag	-0.12	0.061	0.58	0.59	0.0089	0.18	0.053	0.73	0.54	-0.52
Fluor 339 460	1	1	1.1	1.1	1.1	1.1	1.1	1.3	1	1.1

[51] COc1ccc(NC(=O)NCCN2C(=O)C3C4C=CC(C4)C3C2=O)cc1 (stereo not drawn)
[52] Cc1nnc(NC(=O)c2ccc(S(=O)(=O)N(C)Cc3ccccc3)cc2)o1
[53] COc1ccc(N=c2oc3cc(O)ccc3cc2C(=O)NCC2CCCO2)cc1 (stereo not drawn)
[54] Cc1cc(C)cc(CC2CC(=O)N(c3nc(C)cc(C)n3)C2=O)c1 (stereo not drawn)
[55] COCCOCC(O)CN1CCN(c2ccc(C)cc2)CC1 (stereo not drawn)
[56] CCOC(=O)C1CCN(c2ncnc3c2cnn3-c2ccc(Cl)cc2)CC1
[57] CCCCn1c(NC(=O)c2ccccc2)nc2ccccc21
[58] O=S(=O)(c1cnc[nH]1)N1CCCCCC1
[59] COc1cc(C(=O)OCC(=O)NCc2ccco2)cc(OC)c1OC
[60] Cc1ccccc1Nc1nc(N)nc(CN2CCN(c3ccccn3)CC2)n1

Compound	51	52	53	54	55	56	57	58	59	60
E coli RNAP	1	2	4	3	11	6	-4	-1	6	4
TNAP act DEA	0.8	1	0.9	0.9	0.9	1	0.9	0.9	0.9	0.9
M1 antagonist	0.32	-2	-0.025	0.91	1.6	0.082	0.19	-0.031	0.18	0.069
RORA act	66*	-10	27	-10	1	-66	13	-12	-8	-3
tolC growth inh	-12	74*	-1	-8	-15	-13	31	-26	-12	3
NADH enzymes	1%	7%	18%	10%	14%	6%	2%	5%	4%	1%
SF1 activator	30	-22	-18	-9	-14	-56	2	-11	-6	0
M1 ag	-0.2	0.064	-0.19	-0.15	0.43	-0.58	-0.079	-0.28	-0.65	0.96
Fluor 339 460	1.1	1.2	2.9*	1	1.1	1	1.2	1.1	1.1	1.1
